AGP1 TOR yeast – modulators of AGP1-GFP expression in yeast TOR pathway, primary screen, cell-based, multiplex flow cytometry, S. cerevisiae, MLPCN library | AID 2066, 2009 | actives 0.02% (n = 320,000) | 3 h; GFP as percent of DMSO wells | GFP response vs DMSO, % at 10 µM;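 active means GFP response relative to DMSO above a set limit, near screen average plus 3 SD, cut at about 150% in these data; inconclusive means fewer than 70 cells counted for the yeast strain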;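 further: median GFP channel fluorescence of the gated AGP1 strain per well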
AHR activator – AHR activators, primary screen, cell-based, luminescence, luciferase reporter, human. Aryl hydrocarbon receptor (Homo sapiens), P35869. AHR-responsive luciferase reporter cells. activation, % at 5 µM. actives 2.5% (n = 320,000). AID 2796, 2010; in the data active means activation above about 47%;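 further: 0% = vehicle wells and 100% = reference agonist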
Target sequence (P35869 whole entry, looked up): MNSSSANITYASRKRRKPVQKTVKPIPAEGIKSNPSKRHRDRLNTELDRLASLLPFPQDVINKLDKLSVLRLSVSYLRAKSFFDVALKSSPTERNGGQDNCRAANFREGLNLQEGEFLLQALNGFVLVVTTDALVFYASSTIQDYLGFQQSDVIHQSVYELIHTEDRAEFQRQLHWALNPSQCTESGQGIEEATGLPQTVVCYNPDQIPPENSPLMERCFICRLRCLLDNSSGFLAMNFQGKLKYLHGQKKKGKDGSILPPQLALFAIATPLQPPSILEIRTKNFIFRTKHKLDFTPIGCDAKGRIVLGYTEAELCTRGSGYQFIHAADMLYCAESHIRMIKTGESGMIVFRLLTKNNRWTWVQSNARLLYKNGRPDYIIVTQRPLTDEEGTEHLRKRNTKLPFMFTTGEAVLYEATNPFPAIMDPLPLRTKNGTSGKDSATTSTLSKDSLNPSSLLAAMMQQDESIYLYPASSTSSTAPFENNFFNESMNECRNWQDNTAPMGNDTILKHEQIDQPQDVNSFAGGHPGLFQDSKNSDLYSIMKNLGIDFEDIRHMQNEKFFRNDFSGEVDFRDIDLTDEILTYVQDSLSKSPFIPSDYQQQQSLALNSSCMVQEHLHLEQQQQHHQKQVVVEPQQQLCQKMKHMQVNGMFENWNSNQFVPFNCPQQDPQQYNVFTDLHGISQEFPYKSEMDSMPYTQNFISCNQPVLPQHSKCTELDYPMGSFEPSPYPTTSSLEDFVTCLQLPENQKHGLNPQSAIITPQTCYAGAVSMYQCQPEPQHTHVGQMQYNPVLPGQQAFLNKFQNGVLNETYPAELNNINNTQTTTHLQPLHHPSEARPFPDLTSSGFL
MEP2 TOR yeast – modulators of MEP2-GFP levels in yeast, primary screen, S. cerevisiae, multiplex flow cytometry, MLPCN library; S. cerevisiae MEP2-GFP strain, 3 h; 100% = DMSO control level; GFP response vs DMSO, % at 10 µM; actives 0.51% (n = 330,000); AID 2016, 2009;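 active means GFP response versus DMSO above a set limit, roughly screen mean plus 3 SD, cut at about 180% in these data; inconclusive means fewer than 70 cells counted for a yeast strain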;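 further: median GFP fluorescence of the barcode-gated MEP2-GFP cells per well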
LAP4-GFP MLPCN – modulators of LAP4-GFP expression in yeast, primary screen, S. cerevisiae, multiplex flow cytometry, MLPCN library. 3 h; median GFP as percent of DMSO wells. GFP response vs DMSO, % at 10 µM. actives 0.34% (n = 320,000);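 active means GFP response vs DMSO above a set limit, about the screen mean plus 3 SD, cut at about 150% in these data; inconclusive means under 70 cell events counted for the yeast strain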
Efflux pump inh – inhibitors of Candida efflux pumps in yeast, primary screen, S. cerevisiae, Nile Red, multiplex | S. cerevisiae Candida pump triplex | inhibition, % at 10 µM | actives 0.44% (n = 330,000) | AID 485275, 2010;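 active means plate passing quality check with inhibition over a set limit, or well fluorescence over plate mean plus 4 SD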;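 further: Nile Red retained in pooled yeast measured as flow cytometry median fluorescence; 0% = buffer negative control and 100% = Enniatin B positive control; higher means more Nile Red kept so more efflux inhibition; some compounds called inactive have numbers as strong as hits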
CR mimetic SO – reduction of superoxide in aged yeast, primary screen, HTS; AID 2690, 2010; superoxide response (% of plate mean), % at 10 µM; S. cerevisiae aged cells, superoxide DHE fluorescence; stronger effect = lower value; actives 0.18% (n = 330,000);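 active means superoxide response under a set limit, about three screen SD below normal, cut at about 65% in these data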;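 further: yeast aged for seven days with compound at 30 °C before DHE staining; 100% = average MFI of all compound-treated wells on the plate with controls excluded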
CIT2 TOR yeast – modulators of CIT2-GFP expression in yeast, primary screen, S. cerevisiae, GFP fusion, multiplex flow cytometry, MLPCN library. S. cerevisiae CIT2-GFP strain, 3 h; 100 means same as DMSO wells. GFP response vs DMSO, % at 10 µM. actives 0.065% (n = 320,000). AID 2029, 2009;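 active means GFP response relative to DMSO above a set limit, near the screen mean plus 3 SD, cut at about 150% in these data; inconclusive means Fewer than 70 cells measured for a yeast strain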;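 further: ratio of well median GFP fluorescence to mean of DMSO wells on the plate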
RPL19A TOR yeast – RPL19A-GFP expression modulators in yeast, primary screen, cell-based, S. cerevisiae, multiplex flow cytometry, MLPCN; S. cerevisiae RPL19A-GFP strain, 3 h; stronger effect = lower value; percent response vs DMSO, % at 10 µM; actives 0.3% (n = 330,000);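 active means percent response vs DMSO below 50%; inconclusive means fewer than 70 events counted for the yeast strain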;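 further: median channel GFP fluorescence of the barcoded RPL19A-GFP strain; ratio of sample median GFP to plate DMSO average so 100% = DMSO; lower means less RPL19A-GFP as with rapamycin TOR inhibition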
An asterisk follows results filed as active; ? = inconclusive; . = no result given; [ ] = dose if it differs, or a comment.

Results follow in this order: AGP1 TOR yeast | AHR activator | MEP2 TOR yeast | LAP4-GFP MLPCN | Efflux pump inh | CR mimetic SO | CIT2 TOR yeast | RPL19A TOR yeast
- COc1cc(-n2c(-c3ccccc3)n[nH]c2=S)c(OC)cc1Cl
→ 93 | 2 | 99 | 85 | -0.1 | 107 | 108 | 103
- CCOC(=O)C1CCN(C(=O)CCS(=O)(=O)c2ccc3c(c2)n(C)c(=O)c(=O)n3C)CC1
→ 107 | -1 | 109 | 95 | 0.2 | 92 | 108 | 104
- O=C1/C(=C/c2ccc3c(c2)OCO3)CCC/C1=C\c1ccc2c(c1)OCO2
→ 101 | 73* | 107 | 105 | 0.1 | 110 | 104 | 103
- O=C(NCCNC(=O)c1ccccn1)c1ccc(-c2ccccc2)cc1
→ 95 | 0 | 100 | 95 | -0.1 | 108 | 85 | 102
- CC1CN(c2ccccc2)CCN1C(=O)c1cc(COc2c(F)cccc2F)on1 (stereo not drawn)
→ 100 | 3 | 96 | 98 | -0.1 | 72 | 95 | 101
- CCOC(=O)c1ccc(NC(=O)COc2ccc(S(=O)(=O)NC(C)C)cc2)cc1
→ 107 | -2 | 96 | 100 | -0.1 | 106 | 105 | 99
- O=C1/C(=C\c2ccccc2Cl)SC(=S)N1CCC(=O)N1CCCc2ccccc21
→ 100 | 1 | 101 | 98 | -0.1 | 94 | 100 | 98
- COC(=O)C1=C(C)N(C)C(=O)/C1=C\c1ccco1
→ 80 | 12 | 83 | . | -0.1 | 86 | 89 | 91
- COc1ccc(Cc2nnc(NC(=O)c3c(-c4ccccc4)noc3C)s2)cc1OC
→ 95 | 1 | 101 | 98 | 0.3 | 112 | 91 | 98
- Fc1ccc(OCc2nc(-c3ccc(Br)o3)no2)c(F)c1
→ 100 | 4 | 100 | 101 | -0.2 | 93 | 97 | 100
- CCOc1ccc(N2CC(C(=O)Nc3ncccc3C)CC2=O)cc1 (stereo not drawn)
→ 92 | -2 | 96 | 91 | -0.1 | 99 | 102 | 91
- COc1ccc(/C=C2\C(=O)N(Cc3ccc(F)cc3)CC(=O)N2Cc2ccccc2)cc1
→ 101 | 3 | 93 | 123 | 0.0 | 100 | 96 | 97
- CCc1nnc(NC(=O)c2ccc(COc3cccc(C)c3)o2)s1
→ 94 | 1 | 103 | 94 | 0.0 | 108 | 96 | 100
- CCCCCOc1ccccc1C(=O)NCCCCCC(=O)O
→ 108 | 0 | 99 | 107 | -0.1 | 89 | 106 | 101
- O=C(N/N=C/c1c[nH]c2ccccc12)c1ccc2c(c1)OCCO2
→ 107 | 48* | 103 | 106 | -0.1 | 86 | 107 | 100
- COCCc1ncc(CN2CCCCC2C(=O)Nc2ccc(Oc3ccccc3)nc2)cn1 (stereo not drawn)
→ 109 | 2 | 96 | 109 | 0.4 | 102 | 106 | 94
- CCOC(=O)C1CCN(C(=O)Cn2nc(C)n3nc(-c4ccc(CC)cc4)cc3c2=O)CC1
→ 95 | 6 | 107 | 100 | 0.1 | 97 | 100 | 99
- Cc1nc2c3cnn(-c4ccc(C)c(C)c4)c3ncn2n1
→ 92 | 23 | 99 | 113 | -0.1 | 121 | 99 | 96
- Clc1cc(Cl)c(Cl)c(Cl)c1Cl
→ ? | 1 | 100[may fluoresce violet] | ? | -0.2 | 108 | ? | 96[may fluoresce violet]
- COC(=O)c1ccc(NC(=O)CN2CCN(c3cccc(Cl)c3)CC2)cc1
→ 107 | -1 | 107 | 108 | -0.1 | 99 | 107 | 104

Next section; the last two above are carried over.
Results follow in this order: AGP1 TOR yeast | AHR activator | MEP2 TOR yeast | LAP4-GFP MLPCN | Efflux pump inh | CR mimetic SO | CIT2 TOR yeast | RPL19A TOR yeast
- Clc1cc(Cl)c(Cl)c(Cl)c1Cl
→ ? | 1 | 100[may fluoresce violet] | ? | -0.2 | 108 | ? | 96[may fluoresce violet]
- COC(=O)c1ccc(NC(=O)CN2CCN(c3cccc(Cl)c3)CC2)cc1
→ 107 | -1 | 107 | 108 | -0.1 | 99 | 107 | 104
- Cc1ccc(-c2nc3ccccn3c2NC(=O)c2ccco2)cc1
→ 92 | 20 | 97 | 97 | 0.0 | 118 | 96 | 94
- CC(C)OC(=O)C(C(=O)C(F)(F)F)c1cc(NS(=O)(=O)c2ccc3ccccc3c2)c2ccccc2c1O (stereo not drawn)
→ 105 | 34 | 107 | 104 | -0.7 | 123 | 100 | 103
- Cn1c(NC(=O)c2ccccc2Br)cc(=O)n(C)c1=O
→ 98 | 0 | 95 | 99 | 0.0 | 98 | 91 | 101
- COc1cc2c(cc1NC(=S)NC(=O)c1c(OC)cccc1OC)oc1ccccc12
→ 104 | 1 | 98 | 93 | 0.2 | 97 | 103 | 103
- CN(C)/C=C/c1c([N+](=O)[O-])c2ccc(O)cc2n1-c1ccccc1
→ 100 | 2 | 109 | 108 | -0.1 | 93 | 109 | 107
- O=C(O)CSc1nnc(-c2cccc(S(=O)(=O)N3CCOCC3)c2)n1-c1cccc(Cl)c1
→ ? | 0 | ? | ? | 0.1 | 107 | ? | 26*[may fluoresce violet]
- COc1ccc(OC)c(/C=C/C(=O)OCC(=O)NCc2cccs2)c1
→ 93 | 6 | 98 | 96 | 0.2 | 112 | 89 | 95
- COCCNC(=S)N/N=C(\C)c1cccc(OC)c1
→ 93 | 18 | 101 | 105 | 0.4 | 73 | 91 | 93
- CC(/C=N\NC(=O)CN1CCN(S(=O)(=O)c2ccc(C)cc2)CC1)=C\c1ccccc1
→ 100 | 0 | 99 | 96 | -0.3 | 93 | 104 | 102
- COc1cc(OC)c(C(=O)NCc2cccnc2)cc1OC
→ 99 | 20 | 101 | 98 | 0.0 | 88 | 97 | 97
- COCc1[nH]nc2c1C(c1ccc(F)cc1F)C(C#N)=C(N)O2 (stereo not drawn)
→ 107 | 1 | 108 | 101 | 0.0 | 88 | 116 | 106
- COc1ccccc1NCC(=O)N/N=C/c1c(O)ccc2ccccc12
→ 94 | 12 | 111 | 97 | 0.2 | 101 | 104 | 102
- O=C(Cn1ccnc1)c1ccc(Cl)cc1
→ 107 | 9 | 113 | 105 | -0.3 | 88 | 111 | 110
- CCC(C)[C@H](NC(=O)N1CCN(C)CC1)C(=O)OC (stereo partly drawn)
→ 101 | 0 | 106 | 102 | 0.0 | 77 | 102 | 102
- COC(=O)[C@@H]1[C@@H](C)N(Cc2ccccc2)C(=O)N[C@H]1c1ccccc1
→ 96 | -1 | 98 | 136 | 0.0 | 110 | 119 | 100
- Cc1cc(C)n2nc(C(=O)OCCOc3ccc(Br)cc3)nc2n1
→ 97 | -1 | 95 | 95 | 0.0 | 88 | 88 | 95
- Nc1c(/C=C2/C=CC(=O)C(O)=C2)c(=O)nc2sc(CC(=O)N3CCCC3)nn12
→ 100 | 0 | 112 | 96 | -0.3 | 82 | 103 | 101
- CCOc1ccc(NC(=O)CC(C)S(=O)(=O)c2ccc3c(c2)NC(=O)CO3)cc1 (stereo not drawn)
→ 99 | 4 | 93 | 106 | -0.1 | 102 | 92 | 96
- CCn1c(SCC(=O)N/N=C/c2cc(OC)c(O)c(OC)c2)nc2ccccc21
→ 89 | 28 | 99 | 79 | 0.2 | 110 | 96 | 99
- CC(C)CCN1CC(O)=C(c2nc3ccccc3[nH]2)C1=N
→ 90 | 4 | 92 | 90 | -0.3 | 86 | 99 | 91

Part of the list above, reduced to LAP4-GFP MLPCN:
SMILES,LAP4-GFP MLPCN
COc1cc(OC)c(C(=O)NCc2cccnc2)cc1OC,98
CC(C)CCN1CC(O)=C(c2nc3ccccc3[nH]2)C1=N,90
CCC(C)[C@H](NC(=O)N1CCN(C)CC1)C(=O)OC (stereo partly drawn),102

The results go on.
Molecule	AGP1 TOR yeast	AHR activator	MEP2 TOR yeast	LAP4-GFP MLPCN	Efflux pump inh	CR mimetic SO	CIT2 TOR yeast	RPL19A TOR yeast
Cc1cccc(OCC(=O)Nc2ccc(S(=O)(=O)Nc3cc(C)nc(C)n3)cc2)c1	94	-1	95	96	-0.1	91	98	90
Cc1ccc(C2C3=C(CC(C)(C)CC3=O)Nc3n[nH]c(C)c32)cc1 (stereo not drawn)	101	0	117	103	-0.1	85	100	98
CCOc1ncccc1C(=O)OCC(=O)c1cc(OC)c(OC)c(OC)c1	103	-1	90	107	-0.1	102	89	99
Cc1ccc(S(=O)(=O)N2CCOC2CNC(=O)C(=O)NCc2cccnc2)cc1 (stereo not drawn)	97	-4	99	123	0.1	93	89	90
COc1ccc(OC)c(NC(=O)C(=O)NNC(=O)c2cccs2)c1	101	43	100	93	-0.1	89	102	107
O=C(/C=C/c1ccccc1F)c1cccc([N+](=O)[O-])c1	95	58*	104	93	0.1	114	100	101
CC(=O)NCCOc1nc(N2CCCCC2)nc(N2CCCCC2)n1	105	1	104	106	0.0	103	110	101
COc1ccc(OCC(=O)NNC(=O)c2ccccn2)cc1	90	4	86	84	-0.1	103	94	91
CCn1ccc(C(=O)NC2=NCCS2)n1	101	3	112	93	0.4	99	103	103
COc1ccccc1NC(=O)C(=O)N/N=C(\C)CC(=O)Nc1ccccc1C(F)(F)F	81	0	96	84	-0.2	101	92	91
C/C=C(\C)CN1CCC(Oc2cccc(C(=O)NCc3ccccn3)c2)CC1	103	-1	106	103	0.0	88	112	104
O=C(COc1ccccc1[N+](=O)[O-])Nc1cccc(Cl)c1N1CCOCC1	98	2	93	99	0.2	100	86	101
CCOC(=O)c1cc(-c2csc(COc3ccccc3)n2)on1	99	-2	95	101	0.0	94	89	93
O=C(CSc1nc2ccccc2n1CC(=O)N1CCCCC1)N1CCCCC1	103	2	103	114	0.0	96	95	103
O=C(NC1CCCC1)C(c1ccccn1)N(C(=O)c1csnn1)C1CCCCC1 (stereo not drawn)	.	4	95	102	0.0	104	99	97

Compound profiles, as listed above.
C/C=C(\C)CN1CCC(Oc2cccc(C(=O)NCc3ccccn3)c2)CC1 reads AGP1 TOR yeast = 103; AHR activator = -1; MEP2 TOR yeast = 106; LAP4-GFP MLPCN = 103; Efflux pump inh = 0.0; CR mimetic SO = 88; CIT2 TOR yeast = 112; RPL19A TOR yeast = 104
COc1ccc(OC)c(NC(=O)C(=O)NNC(=O)c2cccs2)c1 reads AGP1 TOR yeast = 101; AHR activator = 43; MEP2 TOR yeast = 100; LAP4-GFP MLPCN = 93; Efflux pump inh = -0.1; CR mimetic SO = 89; CIT2 TOR yeast = 102; RPL19A TOR yeast = 107

Bioassay records as filed in PubChem BioAssay.
